Compound activity (PubChem)
EPAC2 agonist – activates human EPAC2 exchange factor | Q8WZA2 | EPAC2 activation, biochemical qHTS; response scale: 100% = 6.5 mM cAMP response | Potency, µM (series often up to 154 µM), for the others: at the highest dose activation, usual class: activators | 360,000 tested, 0.079% active; also: potency is read from the fitted curve at half-maximal effect; nearly all actives have a fitted effect of over 50% in size
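In this primary screen, activation is scored as increased exchange of BODIPY-GDP from Rap1B by 100 nM EPAC2, with 50 uM GDP as competitor. Signal is normalized to the 6.5 mM cAMP agonist control.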
PTHR1 ag – PTHR1 (human) receptor agonism. Q03431. HEK293 GP2 PTHR1 cells, GloSensor cAMP luminescence, 1 h. Potency, µM (titrated, usually from 115 µM), for inactives: at the top dose activation, hits mostly activators. 410,000 tested, 0.075% active. AID 743266; also: potency is read from the fitted curve at half-maximal effect; nearly all actives have a fitted effect of over 55% in size; some results filed as inactive show a strong effect at the top dose; inactives centre near -15; many of its hits are not listed in these tables
Target sequence (Q03431 whole entry, looked up): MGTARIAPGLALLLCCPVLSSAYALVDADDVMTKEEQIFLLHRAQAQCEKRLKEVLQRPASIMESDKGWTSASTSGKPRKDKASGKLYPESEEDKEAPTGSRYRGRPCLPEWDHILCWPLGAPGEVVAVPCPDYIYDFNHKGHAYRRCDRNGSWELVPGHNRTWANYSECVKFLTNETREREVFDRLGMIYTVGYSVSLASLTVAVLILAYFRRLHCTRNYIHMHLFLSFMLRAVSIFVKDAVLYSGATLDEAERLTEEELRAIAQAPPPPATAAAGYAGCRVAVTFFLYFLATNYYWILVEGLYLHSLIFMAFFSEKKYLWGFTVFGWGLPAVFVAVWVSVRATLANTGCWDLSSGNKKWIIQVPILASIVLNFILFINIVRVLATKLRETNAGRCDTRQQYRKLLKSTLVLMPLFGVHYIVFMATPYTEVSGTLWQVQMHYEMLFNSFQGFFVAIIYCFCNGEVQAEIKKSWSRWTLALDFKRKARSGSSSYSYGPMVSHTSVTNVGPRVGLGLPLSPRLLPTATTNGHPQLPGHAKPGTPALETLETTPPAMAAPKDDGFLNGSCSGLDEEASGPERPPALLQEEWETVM
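HEK-293-derived GP2 cells expressing PTHR1 and a GloSensor cAMP reporter, 3,000/well, plated overnight, given luciferin plus IBMX (each 0.5 mM as added) for 1 h at 37 °C, then compound for 1 h at 37 °C. Luminescence was read after 15 min at room temperature.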
CCT chaperon mod – cytosolic chaperonin activity modulation | activity change, % (test concentration not listed), hits read low | purified chaperonin ATPase assay, HTRF ADP detection, 30 min | AID 651819 | 360,000 tested, 0.3% active; in the data active = activity change below about -30%; also: % is scaled to controls: 0 for no effect and ±100 for the full control effect
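First, chaperonin was dispensed at 40 nM or 20 nM final depending on batch activity. Next, compounds were pinned at 76 uM and ATP added at 10 uM. After 30 min at 37 °C, ADP detection reagents ran 30 min at ambient temperature.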
Akt phos inh – inhibitors of Akt phosphorylation. Neuro2A IGF-stimulated pAkt S473 HTRF, 20 min; active compounds read low. activity change, % for hits at 50 µM. 360,000 tested, 0.32% active. AID 651550; in the data active = activity change below about -80%; inconclusive = mostly about -51% to -80%; also: % is scaled to controls: 0 for no effect and ±100 for the full control effect
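Neuro2A cells in DMEM with 0.5% FBS, overnight at 37 deg C, given compound at single 50 µM final, then IGF (6 nM final) for 20 min at 37 deg C. Lysed; phospho-Akt Ser473 by HTRF after 24 h, 665/615 ratio.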
EPAC2 antagonist – blocks human EPAC2 exchange factor | Q8WZA2 | AID 720708 | EPAC2 GEF exchange of Rap1B-BODIPY-GDP, fluorescence | 360,000 tested, 0.18% active | Potency, µM (highest dose often 114 µM), inactives show at the top dose activity, negative = inhibition, most hits filed as inhibitors; also: potency is read from the fitted curve at half-maximal effect; % is scaled to controls: 0 for no effect and ±100 for the full control effect; nearly all actives have a fitted effect of over 45% in size; many of its hits are not listed in these tables
Mm-Cpn inhibitor – inhibitors of Methanococcus maripaludis chaperonin (MmCpn); Potency, µM (series often up to 76.9 µM), without a hit: top-dose activity, negative = inhibition, actives largely listed as inhibitors; purified Mm-Cpn ATPase, ADP Transcreener TR-FRET; 330,000 tested, 0.031% active; also: potency is read from the fitted curve at half-maximal effect; % is scaled to controls: 0 for no effect and ±100 for the full control effect; nearly all actives have a fitted effect of over 80% in size
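ATP (10 uM final) was added to archaeal chaperonin (25 nM final) after 10 min exposure to test compound at 37°C; after 30 min further incubation, ADP was detected by competitive TR-FRET.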
D3 antag – blocks the human D3 dopamine receptor. P35462. D3R cells, DiscoveRx beta-arrestin luminescence, antagonist mode; active compounds read low. max response, negative = inhibition, %. 360,000 tested, 2.5% active. AID 652054; in the data active = max response below about -50%; inconclusive = no clear call, values can overlap the other calls; also: % is scaled to controls: 0 for no effect and ±100 for the full control effect; mostly tested at two doses, the higher about 12 µM
Target sequence (P35462 whole entry, looked up): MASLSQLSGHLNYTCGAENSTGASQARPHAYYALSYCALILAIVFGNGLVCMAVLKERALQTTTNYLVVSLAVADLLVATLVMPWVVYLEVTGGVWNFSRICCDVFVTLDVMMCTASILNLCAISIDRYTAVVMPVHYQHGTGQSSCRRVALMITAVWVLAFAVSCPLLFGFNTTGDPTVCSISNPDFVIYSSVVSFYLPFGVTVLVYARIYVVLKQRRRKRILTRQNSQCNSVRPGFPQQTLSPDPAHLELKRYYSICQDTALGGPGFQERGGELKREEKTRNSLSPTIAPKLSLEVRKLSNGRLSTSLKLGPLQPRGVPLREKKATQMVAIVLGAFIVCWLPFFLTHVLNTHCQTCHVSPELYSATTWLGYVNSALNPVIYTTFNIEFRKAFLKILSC
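Cells plated overnight at 1500 cells/well, then exposed to library compounds with dopamine controls for 90 minutes at 37 degrees C. DiscoveRx reagent added for 30–60 minutes at room temperature; luminescence read, quantitative HTS format.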
DRD3 agonist – agonists of human D3 dopamine receptor; P35462; D3R DiscoveRx beta-arrestin cells, luminescence, 90 min; max activation, %; 410,000 tested, 0.58% active; in the data active = max activation above about 30%; also: 0% is about no effect; mostly tested at two doses, the higher about 12 µM
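Agonist-mode cell screen: cells plated at 1500/well and incubated overnight at 37 °C, then exposed to library compounds for 90 min at 37 °C. Detection reagent was added for 30–60 min at room temperature, and luminescence was read.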
The depositor's hits bear a star; i = inactive; ? = inconclusive; nt = not tested or not shown; & = joins results of further samples; [ ] = another dose, or the depositor's remark. Unless noted, calls follow the shape of the dose curve; as a rule, active = well fitted curve in the direction sought with a large enough effect; inconclusive = small, poorly fitted or top-dose-only effect, or another doubt; inactive = no such curve, though single readings can be large; an effect the other way counts as inactive or inconclusive. This is a subset (hit frequency here may not be typical).

#	mol	EPAC2 agonist	PTHR1 ag	CCT chaperon mod	Akt phos inh	EPAC2 antagonist	Mm-Cpn inhibitor	D3 antag	DRD3 agonist
1	CN(C)/C=N/c1nc2nccc(-c3cccs3)n2n1	10%	-6%	-1.3	i	8%	-9%	-12	28
2	CS(=O)(=O)N1CCN(c2ccc(NC(=O)C(c3ccccc3)c3ccccc3)cc2)CC1	0%	-9%[57.5 µM]	-0.6	i	-7%	0%	-13	-3
3	COC(=O)c1ccccc1NC(=O)CC(NCc1ccccc1)C(=O)O (configuration not stated)	4%	-24%	2.8	i	27%	nt	-16	-17
4	O=[N+]([O-])c1ccc([C@H](O)[C@H](CO)N=Cc2ccccc2O)cc1	2%	i	1.3	i	5%	0%	20	-9
5	CCOC(=O)c1c(C)sc2c1N(C(=O)CN(CC)CC)c1cc(Cl)ccc1S2	17%	-20%	-0.4	i	-5%	0%	7	-21
6	Cc1cc(C)nc(N2CCCC(C(=O)NCc3ccc4c(c3)OCO4)C2)n1 (configuration not stated)	7%	i	1.6	i	3%	-1%	2	1
7	COc1cccc(N2CCN(C(=O)C3CCN(S(=O)(=O)c4cccs4)CC3)CC2)c1	12%	-16%	0.2	i	-8%	0%	4	-1
8	Cc1nc([N+](=O)[O-])c(NCCCO)n1Cc1ccccc1	0%	i	-0.8	i	2%	0%	1	3
9	Cc1ccccc1NC(=O)Cc1nc(COC(=O)c2cccc(O)c2)cs1	-6%	-33%[inhibitor]	1.4	i	0%	-2%	0	1
10	C=CCn1c(SCC(=O)NCc2ccccc2)nnc1-c1ccccc1O	4%	i	-0.2	nt	8%	1%	0	-5

Next results
#	mol	EPAC2 agonist	PTHR1 ag	CCT chaperon mod	Akt phos inh	EPAC2 antagonist	Mm-Cpn inhibitor	D3 antag	DRD3 agonist
11	O=C(Nc1ccc(F)cc1)N1CCN(CCc2ccccc2)CC1	1%	i	-5.3	i	-1%	2%	3	-5
12	Cc1ccc(/C=C(\C#N)C(=O)Nc2cccc3ncccc23)o1	5%	i	-2.1	i	15%	1%	-1	6
13	COc1cc(/C=C2\SC(=S)N(CCC(=O)Nc3ccccn3)C2=O)cc(OC)c1OC	13%	-15%	-0.2	i	10%	1%	25	9
14	Cc1nn(C(C)C(=O)NCc2ccccc2F)c(=O)c2nn(-c3ccccc3)c(C)c12 (configuration not stated)	7%	i	-1.0	i	-6%	0%	-1	-3
15	COc1ccccc1CNC(=O)c1ccc(CS(=O)(=O)c2ccccc2OC)o1	2%	i	-1.6	i	7%	2%	-24	-3
16	O=C(CSc1nccn1-c1ccc(Cl)cc1)NCc1ccc2c(c1)OCO2	11%	i	3.1	i	-13%	0%	17	-2
17	COc1cc2c(cc1OC)C(C)N(C(=S)NC(=O)c1ccccc1)CC2 (configuration not stated)	-1%	-20%	-0.1	i	-6%	-1%	17	10
18	COC(=O)N/N=C/c1cn(Cc2ccc(Cl)cc2Cl)c2ccccc12	0%	-7%	-5.5	i	4%	-3%	-16	-8
19	Cc1cccc(OCCNS(=O)(=O)c2ccc(Cl)cc2)c1	15%	i	1.0	i	-14%	-4%	3	4
20	O=C1CCCN1CC(O)CS(=O)(=O)Cc1ccc(Cl)cc1 (configuration not stated)	7%	i	-0.1	i	3%	nt	3	6

(continued)
#	mol	EPAC2 agonist	PTHR1 ag	CCT chaperon mod	Akt phos inh	EPAC2 antagonist	Mm-Cpn inhibitor	D3 antag	DRD3 agonist
21	Cc1cccc(C(=O)NNC(=O)c2ccco2)c1O	5%	i	0.4	i	1%	nt	1	-3
22	NC(=O)[C@@H]1CCCN1C(=O)c1cc(COc2ccc(F)cc2F)on1	11%	i	1.4	i	-9%	-3%	0	0
23	COc1ccc2c(c1)S/C(=C\C(=O)c1ccncc1)N2C	13%	i	-2.0	i	29%	-9%	-14	-7
24	C[N+](C)(C)CCNC(=O)c1ccccc1	-3%	20%	1.3	i	-5%	nt	20	-1
25	O=C(COC(=O)c1cc([N+](=O)[O-])ccc1N1CCOCC1)NC1CCS(=O)(=O)C1 (configuration not stated)	0%	-21%	-0.6	i	-1%	-1%	-2	4
26	COc1ccc(-c2nn(-c3ccccc3)cc2CO)cc1OC	3%	-23%	1.3	i	-8%	-2%	11	2
27	COC(=O)[C@]1(Cc2ccccc2)N[C@H](CN(C)C(=O)c2ccc(C)cc2)[C@@H]2C(=O)N(Cc3ccccc3)C(=O)[C@@H]21	6%	i	0.9	i	-4%	0%	10	2
28	O=C(CCl)N(c1ccccc1)c1c[nH]c2ccccc12	3%	-41%[inhibitor]	-0.6	i	9%	0%	16	7
29	O=C(CN(C(=O)CNS(=O)(=O)c1ccccc1)C1CCCC1)NCc1ccco1	2%	i	-1.1	i	9%	1%	12	4
30	COc1ccccc1NS(=O)(=O)c1ccc(Cl)c(NC(=O)CN2C(=O)c3ccccc3C2=O)c1	12%	-2%	-1.4	i	-10%	1%	-8	2

Going on with the list.
#	mol	EPAC2 agonist	PTHR1 ag	CCT chaperon mod	Akt phos inh	EPAC2 antagonist	Mm-Cpn inhibitor	D3 antag	DRD3 agonist
31	Cc1cccc(C)c1OC(=O)CSc1nnc(-c2ccccc2O)o1	13%	-4%[57.5 µM]	-0.8	i	-4%	?	-22	-4
32	CCOC(=O)CCC(=O)N1CCOCCOCCOCC1	15%	-10%[57.5 µM]	1.9	i	-1%	-2%	5	3
33	O=C(Nc1nnc(SCC(=O)N2CCCc3ccccc32)s1)c1ccccc1	-12%	i	1.7	i	-4%	-4%	11	2
34	Cc1nc2c(-c3ccc(F)cc3)cnn2c(N)c1-c1ccc(F)cc1	15%	-18%	-0.3	i	-16%	-2%	?	15
35	CCn1c(-c2ccccn2)nc2cc(S(=O)(=O)N(C)C)ccc21	3%	i	0.5	i	-7%	-1%	-8	14
36	Cc1nc2c(C)cccc2cc1C(=O)N/N=C/c1ccc(C(=O)O)cc1	6%	i	0.0	i	-4%	0%	1	-5
37	Cc1ccc(-c2nnc(SCC(=O)N3CCCC3)o2)cc1	11%	-28%[57.5 µM]	1.7	i	-8%	-1%	0	0
38	O=C(NN=C1CCCC1)c1ccc(O)cc1O	9%	?	-0.7	i	-2%	1%	-2	2
39	CCOC(=O)C1=CC[C@H]2c3c(c4ccccc4n3C)C(=O)C1N2Cc1ccccc1	9%	-18%	2.6	i	-18%	0%	?	-12
40	CC(C(N)=O)N1C(=O)C2C3C=CC(C3)C2C1=O (configuration not stated)	1%	i	-0.9	i	17%	1%	22	13

Next structures follow:
#	mol	EPAC2 agonist	PTHR1 ag	CCT chaperon mod	Akt phos inh	EPAC2 antagonist	Mm-Cpn inhibitor	D3 antag	DRD3 agonist
41	CCCCCC(=O)N1C[C@@H](n2cc(COC(=O)c3ccccc3)nn2)[C@H](O)C[C@@H]1c1ccc(Cl)cc1	-4%	-52%[inhibitor]	0.4	i	-19%	nt	3	5
42	O=[N+]([O-])c1ccc(C[n+]2cccc3c4ccccc4ccc32)cc1	-9%	-7%	2.0	i	10%	1%	-7	2
43	COc1ccc(C)cc1NC(=O)C(OC(=O)CNC(=O)c1cccc(F)c1)c1ccccc1 (configuration not stated)	4%	?	2.0	i	1%	2%	-20	-9
44	COC(=O)c1c(C)[nH]c(C(=O)CN2C(=O)NC3(CCOc4ccccc43)C2=O)c1C (configuration not stated)	7%	i	-0.3	i	-15%	1%	5	0
45	Cc1ccc2c(CN3C(=O)NC4(CCCCC4)C3=O)cc(=O)oc2c1C	16%	0%	-2.4	i	-1%	-6%	-19	-17
46	O=S(=O)(c1ccc(Br)s1)N1CCC2(CC1)OCCO2	3%	i	-1.4	i	-5%	1%	-6	-7
47	OC1(c2ccc(OC(F)F)cc2)CSC(=Nc2cccnc2)N1Cc1ccco1 (configuration not stated)	4%	-36%	0.5	i	-19%	-4%	93	57*
48	O=c1ccn(C2CCCO2)c(=O)[nH]1 (configuration not stated)	1%	i	-2.4	i	7%	nt	-4	3
49	CC(C)Cc1ccc(CN2CCCC(NC(=O)CCn3cnnn3)C2)cc1 (configuration not stated)	2%	i	1.5	i	-8%	-1%	4	-4
50	CCC(=O)N1CCc2cc(S(=O)(=O)NCCC(=O)NCc3ccccc3Cl)ccc21	2%	-5%	-2.0	i	3%	1%	14	4&-1

Fetched by compound from above:
#	mol	EPAC2 agonist	PTHR1 ag	CCT chaperon mod	Akt phos inh	EPAC2 antagonist	Mm-Cpn inhibitor	D3 antag	DRD3 agonist
43	COc1ccc(C)cc1NC(=O)C(OC(=O)CNC(=O)c1cccc(F)c1)c1ccccc1 (configuration not stated)	4%	?	2.0	i	1%	2%	-20	-9
48	O=c1ccn(C2CCCO2)c(=O)[nH]1 (configuration not stated)	1%	i	-2.4	i	7%	nt	-4	3
44	COC(=O)c1c(C)[nH]c(C(=O)CN2C(=O)NC3(CCOc4ccccc43)C2=O)c1C (configuration not stated)	7%	i	-0.3	i	-15%	1%	5	0
41	CCCCCC(=O)N1C[C@@H](n2cc(COC(=O)c3ccccc3)nn2)[C@H](O)C[C@@H]1c1ccc(Cl)cc1	-4%	-52%[inhibitor]	0.4	i	-19%	nt	3	5
46	O=S(=O)(c1ccc(Br)s1)N1CCC2(CC1)OCCO2	3%	i	-1.4	i	-5%	1%	-6	-7
50	CCC(=O)N1CCc2cc(S(=O)(=O)NCCC(=O)NCc3ccccc3Cl)ccc21	2%	-5%	-2.0	i	3%	1%	14	4&-1

(more compounds)
#	mol	EPAC2 agonist	PTHR1 ag	CCT chaperon mod	Akt phos inh	EPAC2 antagonist	Mm-Cpn inhibitor	D3 antag	DRD3 agonist
51	COc1ccccc1CNC(=O)CSc1nc(N)c(C#N)c(-c2cccs2)c1C#N	7%	-45%[inhibitor]	-1.5	i	-1%	-22%	-4	1
52	O=C(Nc1cccnc1)c1cnn2c(C(F)F)cc(C3CC3)nc12	-7%	-12%	-1.5	i	-5%	nt	0	4
53	COc1ccc(C)cc1NC(=O)c1nn(-c2ccccc2)cc1OC	7%	-11%	1.1	i	-21%	-2%	6	-1
54	COc1cccc2sc3ccc(NCc4ccc5c(c4)OCO5)cc3c(=O)c12	6%	-21%	1.3	i	-4%	-4%	12	-14
55	CC(C)CN(C(=O)CCNC(=O)c1ccc(Cl)cc1)C1CCS(=O)(=O)C1 (configuration not stated)	11%	-25%	-2.0	i	-24%	4%	-10	-14
56	Cn1ccc(C(=O)N/N=C/c2c[nH]c3ccccc23)n1	4%	i	-1.6	i	13%	4%	0	-19
